# SNCA expr inh = Primary qHTS assay for inhibitors of alpha-synuclein gene (SNCA) expression; AID 1671194, 2021; hit rate 0.17% among 140,000; HEK-293 SNCA-luciferase knock-in, luminescence, 24 h; Potency, µM (highest dose often 57.2 µM), inactives show at the top dose activity change, negative = inhibition, hits mostly inhibitors;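 also: potency is read from the fitted curve at half-maximal effect; plate controls were DMSO cells for no effect and cell-free wells for full effect; nearly all actives have a fitted effect of over 45% in size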
# GPT2 inhibitor = Primary qHTS assay for inhibitors of Glutamate pyruvate transaminase 2 (GPT2); Potency, µM (top dose mostly 57.7 µM), for the others: at the highest dose activity change, negative = inhibition, usual class: inhibitors; hit rate 0.25% among 100,000; Recombinant GPT2, coupled pyruvate oxidase/HRP Amplex Red fluorescence; AID 1671188, 2021; Alanine aminotransferase 2 (Homo sapiens), Q8TD30; also: potency is read from the fitted curve at half-maximal effect; nearly all actives have a fitted effect of over 60% in size; many of its hits are not listed in these tables
# Target sequence (Q8TD30 whole entry, looked up): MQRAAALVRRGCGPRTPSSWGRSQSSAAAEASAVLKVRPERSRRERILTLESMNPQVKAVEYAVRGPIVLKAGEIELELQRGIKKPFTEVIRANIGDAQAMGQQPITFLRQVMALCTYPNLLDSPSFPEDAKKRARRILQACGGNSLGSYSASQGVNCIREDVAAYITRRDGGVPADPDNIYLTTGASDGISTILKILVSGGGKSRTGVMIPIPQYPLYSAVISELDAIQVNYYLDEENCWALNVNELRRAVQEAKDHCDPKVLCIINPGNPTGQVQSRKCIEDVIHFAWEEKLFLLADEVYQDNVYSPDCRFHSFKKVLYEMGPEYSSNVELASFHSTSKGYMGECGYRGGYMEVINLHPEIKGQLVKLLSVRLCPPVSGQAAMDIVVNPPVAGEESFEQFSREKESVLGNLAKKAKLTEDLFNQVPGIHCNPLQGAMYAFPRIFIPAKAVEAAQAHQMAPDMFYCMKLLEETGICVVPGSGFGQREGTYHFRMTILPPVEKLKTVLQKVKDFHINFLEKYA
#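 GPT2 10ng/uL, a-KG 250uM, L-Ala 2mM, HEPES pH7.5 + 0.0001% Tween; 30 min RT. Then Amplex mix (PO/HRP/ThPP), 30 min RT dark, fluorescence. AOA 50uM used as positive control.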
# SNCA viab count = GF-AFC viability counterscreen for inhibitors of alpha-synuclein gene (SNCA) expression. HEK-293-SNCA-luc viability, GF-AFC fluorescence, 24 h. Potency, µM (series often up to 57.1 µM), for inactives: top-dose activity change, negative = cytotoxicity, usual class: cytotoxic. hit rate 0.12% among 150,000. AID 1671193, 2021;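 also: potency is read from the fitted curve at half-maximal effect; 0% = DMSO-treated cells and -100% = medium-only wells without cells; nearly all actives have a fitted effect of over 30% in size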
#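 HEK-293-SNCA-luc cells (1500/well) plated 24 h, then exposed 24 h to a dilution series; GF-AFC added 30 min at 37C, fluorescence 405/540 nm; normalised to medium-only and DMSO wells, Hill fit.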
# HEK cytotox = Cytotoxic Profiling in HEK 293 Cell Line of Diverse Libraries Using Quantitative High-Throughput Screening; hit rate 6.6% among 94,000; HEK 293 viability, ATP luminescence (CellTiter-Glo), 48-72 h; Potency, µM (top dose mostly 115 µM), for the others: at the highest dose activity change, negative = cytotoxicity, usual class: inhibitors; also: potency is read from the fitted curve at half-maximal effect; nearly all actives have a fitted effect of over 60% in size
#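 HEK 293 seeded at 250 cells/well receive compound via pintool. After 48 or 72 hr at 37 degree Celsius, 5% CO2 and 95% humidity, CellTiter-Glo is dispensed and luminescence read following 10 min at room temperature.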
# FLuc inh = Firefly luciferase inhibition profiling of diverse chemical library using quantitative high-throughput screening; purified P. pyralis luciferase, luminescence, biochemical; Potency, µM (titrated, usually from 115 µM), for the others: at the highest dose activity change, negative = inhibition, usual class: inhibitors; hit rate 2.5% among 76,000; AID 1347043, 2019; also: potency is read from the fitted curve at half-maximal effect; nearly all actives have a fitted effect of over 65% in size
#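 Purified 10nM P. pyralis luciferase with 10uM D-luciferin and 10uM ATP in 50mM Tris acetate pH 7.5, 10mM Mg acetate, 0.01% Tween-20, 0.05% BSA. qHTS titration; luminescence read by CCD imager.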
# IP6K1 inhibitor = Primary qHTS assay for small molecule inhibitors of Inositol hexaphosphate kinase 1 (IP6K1). activity change, % (series mostly up to about 58 µM). hit rate 0.81% among 140,000. IP6K1 kinase, ADP-Glo luminescence, 2 h; active compounds read low. Inositol hexakisphosphate kinase 1 (Homo sapiens), Q92551; in the data active = activity change below about -25%
# Target sequence (Q92551 whole entry, looked up): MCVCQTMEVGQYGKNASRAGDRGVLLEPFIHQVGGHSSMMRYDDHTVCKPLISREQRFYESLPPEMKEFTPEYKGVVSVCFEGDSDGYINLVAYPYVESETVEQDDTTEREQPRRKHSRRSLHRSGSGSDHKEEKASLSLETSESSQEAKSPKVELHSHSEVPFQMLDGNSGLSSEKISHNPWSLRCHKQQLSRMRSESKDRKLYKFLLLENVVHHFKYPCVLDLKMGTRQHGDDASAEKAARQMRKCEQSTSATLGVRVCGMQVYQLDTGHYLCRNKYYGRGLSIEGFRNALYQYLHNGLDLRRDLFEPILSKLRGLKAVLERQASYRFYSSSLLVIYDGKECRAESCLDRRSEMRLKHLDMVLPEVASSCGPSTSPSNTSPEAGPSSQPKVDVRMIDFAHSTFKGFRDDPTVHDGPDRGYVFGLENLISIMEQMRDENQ
#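 ADP-Glo luminescence measures ADP made by human IP6K1 during a 2 h RT reaction with ATP/IP6 (mix at 1.3 mM/130 uM); top library doses 57.5 and 19.1 uM final.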
# NIH3T3 tox = Cytotoxic Profiling in NIH 3T3 Cell Line of Diverse Libraries Using Quantitative High-Throughput Screening. hit rate 4.3% among 94,000. AID 1345082, 2018. NIH 3T3 viability, CellTiter-Glo ATP luminescence, 48-72 h. Potency, µM (highest dose often 96.7 µM), without a hit: at the highest dose activity change, negative = cytotoxicity, hits mostly inhibitors; also: potency is read from the fitted curve at half-maximal effect; nearly all actives have a fitted effect of over 55% in size
#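 Cells were seeded at 400 per well, treated with pin-transferred compound, and kept 48 or 72 hr at 37 °C before CellTiter-Glo addition and luminescence imaging of cellular ATP.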
# Numbers without * were called inactive; i = inactive; ? = inconclusive; nt = not tested or not shown; [ ] = dose if it differs, or a comment. Unless noted, calls follow the shape of the dose curve; as a rule, active = well fitted curve in the direction sought with a large enough effect; inconclusive = small, poorly fitted or top-dose-only effect, or another doubt; inactive = no such curve, though single readings can be large; an effect the other way counts as inactive or inconclusive. Unless noted, % is scaled to controls: 0 for no effect and ±100 for the full control effect.
SMILES,SNCA expr inh,GPT2 inhibitor,SNCA viab count,HEK cytotox,FLuc inh,IP6K1 inhibitor,NIH3T3 tox
Cc1ccc(C(=O)N2C[C@@H](CN3CCOCC3)[C@@H](CO)C2)cc1O,21%,i[11.5 µM],6%,-1%,-5%,20,-1%
COc1cc(S(N)(=O)=O)cc(C(=O)O)c1OC,-53%[25.6 µM],2%,-8%[23.9 µM],nt,nt,1,nt
CCOC(=O)N1CCN(Cc2nc(-c3ccc(C)s3)oc2C)CC1,-24%,-11%,-18%,?,-5%,-11,?
CC(C)(C)C(=O)N1CCC(c2nn(-c3ccc(Cl)cc3)c(=O)[nH]2)CC1,-24%,-4%,6%,?,5%,11,?
CCC(c1nc(-c2cccnn2)no1)n1cc(C(C)=O)c2ccccc21 (centres undefined),28%,-14%,1%,-15%,1%,24,-19%
Cc1cccc(C)c1N1CC(c2nc3ccccc3n2CC(=O)OC(C)C)CC1=O (centres undefined),5%,nt,?,nt,nt,10,nt
COc1ccc(-c2ccc3nnc(CNC(=O)C(C)Oc4ccccc4)n3n2)cc1 (centres undefined),-6%,i,4%,-9%,1%,-9,?
CCN1c2cc(C(=O)N3CCN(C4CCCCC4)CC3)ccc2C(=O)N2CCCCCC21 (centres undefined),-2%,1%,5%[12.5 µM],?,-12%,-1,-13%
CCC(=O)N1CCC(Oc2ccc(NC(=O)NCc3ccccc3)cn2)C1 (centres undefined),22%,5%,10%,?,-13%,10,-13%
O=C1CC2(CCN(C(=O)c3ccccc3)CC2)Oc2ccccc2N1,-20%,-14%,-16%,?,nt,0,-12%
Cc1c(-c2cn(C)c(=O)n3cc(COc4ccc(Cl)cc4)nc23)cnn1C,16%[87.6 µM],?,13%[87.6 µM],?,?,1,?
CCNC(=O)c1cccnc1OC1CCN(C(=O)c2ccc(OC)cc2)C1 (centres undefined),-18%,-7%,-8%,1%,-1%,5,-2%
COc1ccc(-c2nc(C3CC(=O)N(c4ccc(F)cc4)C3)no2)cc1F (centres undefined),31%[activator],i,-1%,8%,2%,-5,-1%
Cn1cnnc1C1CCN(C(=O)C2CCCN(C(N)=O)C2)CC1 (centres undefined),-1%,-7%,-2%,-29%,-1%,-4,i
O=C(COCc1cc(-c2ccco2)on1)Nc1cc(Cl)ccc1O,-10%,nt,0%,nt,nt,27,nt
C[C@]12CCC(=O)C=C1CC[C@@H]1[C@@H]2[C@@H](O)C[C@@]2(C)[C@H]1CC[C@]2(O)C(=O)COC(=O)CCC(=O)O,-47%[25.6 µM],3%,48%[23.9 µM],nt,nt,23,nt
CCc1ccc(CNC(=O)C2CCN(C(=O)c3nnn4c3COC(c3ccc(C)cc3)C4)CC2)cc1 (centres undefined),80%[activator],i,-2%,-16%,40µM*,6,-12%
Cc1ccc([S+](=O)([O-])NC2CCN(c3ccc4nnc(-c5ccccc5)n4n3)C2)cc1 (centres undefined),nt,nt,nt,?,nt,15,?
Cc1cc(C)nc(-n2nc(C)c3c2NC(=O)CC3c2cccc(O)c2)n1 (centres undefined),-10%,nt,-8%,nt,nt,2,nt
Cc1ccc(Cl)cc1-n1ncc2c(N3CCN(Cc4ccccc4)CC3)ncnc21,?,nt,?,nt,nt,34,nt

# Filtered by structure, the compounds so far containing an aryl methoxy group (4)
SMILES,SNCA expr inh,GPT2 inhibitor,SNCA viab count,HEK cytotox,FLuc inh,IP6K1 inhibitor,NIH3T3 tox
COc1cc(S(N)(=O)=O)cc(C(=O)O)c1OC,-53%[25.6 µM],2%,-8%[23.9 µM],nt,nt,1,nt
COc1ccc(-c2ccc3nnc(CNC(=O)C(C)Oc4ccccc4)n3n2)cc1 (centres undefined),-6%,i,4%,-9%,1%,-9,?
CCNC(=O)c1cccnc1OC1CCN(C(=O)c2ccc(OC)cc2)C1 (centres undefined),-18%,-7%,-8%,1%,-1%,5,-2%
COc1ccc(-c2nc(C3CC(=O)N(c4ccc(F)cc4)C3)no2)cc1F (centres undefined),31%[activator],i,-1%,8%,2%,-5,-1%

# Other entries follow.
SMILES,SNCA expr inh,GPT2 inhibitor,SNCA viab count,HEK cytotox,FLuc inh,IP6K1 inhibitor,NIH3T3 tox
O=C(CCc1ccccc1)N1CCC(c2noc(-c3cnccn3)n2)C1 (centres undefined),5%,i,2%,2%,13%,-8,i
C[S+](=O)([O-])c1ccc(-c2cc(C(=O)NCc3ccc(F)cc3)nn3cccc23)cc1,-8%,?,?,?,nt,2,?
CC(=O)c1c(C)nn(CC(=O)N[C@H]2CCOC[C@H]2C2CCOCC2)c1C,16%,i,2%,-21%,-3%,6,1%
COc1ccccc1-c1cccc(C(=O)N2CCC[C@H]2C(=O)N2CCCCC2)c1,-2%,3%,-2%[12.5 µM],-9%,nt,-8,-10%
COc1cc(C(=O)Nc2ccc(OCc3cc(=O)n4cccc(C)c4n3)cc2)cc(OC)c1OC,-5%,nt,3%,nt,nt,-18,nt
CCCCOc1ccc(C(=O)Nc2ccc3c(c2)CCCN3C(=O)c2cccs2)cc1,13%,nt,0%,nt,nt,-8,nt
CN1CCC2(C1)CN(CC1CC1)c1ccc(C(=O)NCCOc3ccccc3)cc12 (centres undefined),-16%[87.6 µM],?,-26%[87.6 µM],56µM*,-24%[172 µM],3,40µM*
CCCNc1ncnc2onc(C)c12,1%,nt,3%,nt,nt,7,nt
COc1ccc(NC(=O)CCC2CCCN(C(=O)C3=C(C)OCCO3)C2)cc1Cl (centres undefined),-14%,-4%,-11%,?,-8%,2,-20%
O=C(c1cccnc1OC1CCN(S(=O)(=O)c2cccc(F)c2)C1)N1CCOCC1 (centres undefined),-26%,i,8%,0%,1%,12,-13%
Clc1cccc(-c2noc(-c3ncn4c3COC(c3ccccc3Cl)C4)n2)c1 (centres undefined),55%[activator],?,-2%,-18%,?,15,-12%
CC(C)CCN1C(=O)CC[C@]2(C(=O)N3CCN(C)CC3)CCCC[C@@H]12,-3%,0%,-6%,-32%,0%,3,-21%
CN(Cc1ccccc1)C(=O)CC1CCNC1 (centres undefined),?,i,-11%[12.5 µM],-11%,-6%,-1,0%
Cc1cc(C)cc(-c2ccc(CN3CCCC3C(=O)N3CCCCC3)cc2)c1 (centres undefined),-14%,i,-14%,?,nt,-2,?
COc1ccc(OC)c(NC(=O)CC2=C3CCCCC3N(Cc3ccc(F)cc3)C2=O)c1 (centres undefined),-15%,i,-34%,?,nt,-7,?
COc1ccc(-c2cc(C(=O)NCCc3cnc[nH]3)c3c(c2)N(C)CCO3)cn1,-29%[87.6 µM],3%[88.5 µM],-9%[87.6 µM],?,8%[172 µM],-21,?
Cc1ccc(C(=O)Nc2nnc(S(=O)(=O)N3CCN(c4ccc(F)cc4)CC3)s2)cc1,8%,nt,8%,nt,nt,15,nt
Cc1nn2c(=O)cc(COC(=O)c3cccc(NC(=O)c4cccs4)c3)nc2s1,-71%,nt,-13%,nt,nt,-12,nt
CN(C)CC1(O)CCC2(CCN(C(=O)CCCc3ccccc3)CC2)CC1,81%[activator],i,4%,?,?,6,?
CN(C)C[C@@H]1CN(Cc2cccnc2)C[C@H]1NC(=O)C1CC=CC1,45%[activator],0%,4%,3%,1%,0,i

# Among those listed so far, these have an NH in an aromatic ring.
SMILES,SNCA expr inh,GPT2 inhibitor,SNCA viab count,HEK cytotox,FLuc inh,IP6K1 inhibitor,NIH3T3 tox
CC(C)(C)C(=O)N1CCC(c2nn(-c3ccc(Cl)cc3)c(=O)[nH]2)CC1,-24%,-4%,6%,?,5%,11,?
COc1ccc(-c2cc(C(=O)NCCc3cnc[nH]3)c3c(c2)N(C)CCO3)cn1,-29%[87.6 µM],3%[88.5 µM],-9%[87.6 µM],?,8%[172 µM],-21,?

# Following part
SMILES,SNCA expr inh,GPT2 inhibitor,SNCA viab count,HEK cytotox,FLuc inh,IP6K1 inhibitor,NIH3T3 tox
Cc1noc2c(Nc3ccc(N4CCOCC4)cc3)cc(-c3cccs3)nc12,?,?,?,?,-19%[172 µM],-16,?
CC(=O)N(C1CC1)C1CCOC2(CCN(C(=O)NCc3ccc(C)cc3)CC2)C1 (centres undefined),-23%,-1%,6%,-5%,-9%,4,-28%
O=c1ncn(Cc2ccccc2)c2ccc(-c3ccc(F)cc3F)nc12,58%[activator][87.6 µM],-11%[88.5 µM],8%[87.6 µM],-13%[172 µM],-14%[172 µM],16,89µM*
CCCS(=O)(=O)N1CCC(n2c(C)nc3cccnc32)CC1,95%[activator],nt,14%,nt,nt,-19,nt
CC(C)Oc1ccc(CN2CCc3nc(Nc4ccc5c(c4)OCCO5)ncc3C2)cc1,45%[activator],nt,6%,nt,nt,8,nt
N#C/C(=C\c1ccc(Br)cc1)c1nc(-c2cc3cc(Br)ccc3oc2=O)cs1,-10%,nt,29%,nt,nt,-1,nt
Cc1ccc(N2CC(Cc3ccccc3)N(C(=O)c3ccnn3C)CC2=O)cc1 (centres undefined),-7%,2%,-5%,-1%,-3%,-8,-27%
O=C(NCCCN1CCN(c2ccc(F)cc2)CC1)c1cc2c(Cl)nc3ccccc3c2s1,1%,nt,18%,nt,nt,11,nt
CNS(=O)(=O)c1cn(CC(=O)N2CCN(c3cccc(C)c3C)CC2)cc1S(=O)(=O)NC,?,nt,-7%,nt,nt,-2,nt
CCOc1ccc2c(n1)CCN(C(=O)c1ccc(OC)c(OC)c1)C2,0%,i,-1%[12.5 µM],9%,6%,1,-7%
Cc1ccc2nc([C@H]3CCN(C(=O)Nc4ccccc4)C3)[nH]c2c1,4%[87.6 µM],5%[88.5 µM],-13%[87.6 µM],-10%[172 µM],-23%[172 µM],-7,-12%[138 µM]
CCCOc1ccc(CNC(=O)CN2C(=O)c3cccnc3Oc3ccc(C)cc32)cc1,16%,nt,-2%,nt,nt,-7,nt
CCc1nn2c(=O)cc(COC(=O)CNC(=O)c3ccccc3)nc2s1,19%,nt,6%,nt,nt,-1,nt
CC(=O)C1=C(c2ccc(Cl)c(Cl)c2)N(C(C)=O)n2c(C)nnc2S1,-27%,nt,-17%,nt,nt,28,nt
O=C(NCc1ccccc1F)C1c2ccccc2C(=O)N(Cc2ccccc2)C12CCCC2 (centres undefined),-15%,-6%,-6%,?,-6%,23,?
COc1ccc(CC(=O)Nc2c(C(=O)Nc3ccc(F)cc3)oc3ccccc23)cc1OC,64%[activator],nt,1%,nt,nt,-2,nt
Cc1ccc(OCC(=O)N2CCCCCC2c2nc(C)no2)cc1 (centres undefined),-10%,i,-7%,-12%,-9%,10,-1%

# Some of the compounds tested; rates above refer to the full screens.
